# From PubChem
# ATXN2 expr inh = ATXN2 expression inhibition. HEK-293 ATXN2-luciferase reporter, luminescence, 24 h. Potency, µM (doses to about 57 µM), inactives show at the highest dose activity change, negative = inhibition, hits mostly inhibitors. 360,000 tested, 0.72% active. AID 1745845; also: potency is read from the fitted curve at half-maximal effect; % is scaled to controls: 0 for no effect and ±100 for the full control effect; nearly all actives have a fitted effect of over 55% in size
#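 qHTS (up to 57 uM final) was run with 24 h compound exposure of reporter cells at 37 °C. Each well was multiplexed: SteadyGlo luminescence measured ATXN2-luciferase expression after a fluorogenic Gly-Phe-AFC viability readout (25 uM final).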
# EPAC2 agonist = EPAC2 (human) agonism; Q8WZA2; EPAC2 activation, biochemical qHTS; response scale: 100% = 6.5 mM cAMP response; Potency, µM (titrated, usually from 154 µM), for the others: at the top dose activation, usual class: activators; 360,000 tested, 0.079% active; AID 720711; also: potency is read from the fitted curve at half-maximal effect; nearly all actives have a fitted effect of over 50% in size
# Target sequence (Q8WZA2 whole entry, looked up): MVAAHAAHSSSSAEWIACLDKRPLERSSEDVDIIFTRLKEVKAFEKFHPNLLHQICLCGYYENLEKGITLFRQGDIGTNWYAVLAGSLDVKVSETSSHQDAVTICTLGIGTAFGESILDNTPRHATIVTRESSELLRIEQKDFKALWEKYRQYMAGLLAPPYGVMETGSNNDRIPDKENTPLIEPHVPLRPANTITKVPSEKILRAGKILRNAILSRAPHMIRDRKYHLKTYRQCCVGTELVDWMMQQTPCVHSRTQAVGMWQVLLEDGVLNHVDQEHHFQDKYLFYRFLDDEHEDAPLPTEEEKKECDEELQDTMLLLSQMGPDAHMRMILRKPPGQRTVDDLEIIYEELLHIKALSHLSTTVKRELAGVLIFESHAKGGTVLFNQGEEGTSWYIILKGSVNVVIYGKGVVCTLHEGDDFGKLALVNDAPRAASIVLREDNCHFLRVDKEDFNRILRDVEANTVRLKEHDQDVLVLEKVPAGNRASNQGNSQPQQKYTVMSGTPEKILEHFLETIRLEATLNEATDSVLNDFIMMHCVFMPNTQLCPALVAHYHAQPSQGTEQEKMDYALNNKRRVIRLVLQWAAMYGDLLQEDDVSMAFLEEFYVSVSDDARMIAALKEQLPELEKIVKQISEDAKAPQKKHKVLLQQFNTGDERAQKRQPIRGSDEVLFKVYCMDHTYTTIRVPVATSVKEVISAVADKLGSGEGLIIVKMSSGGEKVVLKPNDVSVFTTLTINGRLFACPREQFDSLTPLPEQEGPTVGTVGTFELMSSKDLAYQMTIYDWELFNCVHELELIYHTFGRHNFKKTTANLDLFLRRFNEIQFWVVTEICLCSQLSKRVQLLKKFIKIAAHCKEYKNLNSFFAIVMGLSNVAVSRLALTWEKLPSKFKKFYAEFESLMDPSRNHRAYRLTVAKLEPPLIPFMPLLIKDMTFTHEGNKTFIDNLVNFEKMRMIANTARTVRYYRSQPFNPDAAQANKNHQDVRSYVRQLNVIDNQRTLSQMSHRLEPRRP
#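 In this primary screen, activation is scored as increased exchange of BODIPY-GDP from Rap1B by 100 nM EPAC2, with 50 uM GDP as competitor. Signal is normalized to the 6.5 mM cAMP agonist control.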
# S2 tox = viability counter-screen for ATXN expression inhibitors; 400,000 tested, 0.49% active; S2 cells (HEK-293 line with an ATXN2-luciferase reporter) viability, CellTiter-Fluor protease fluorescence, 24 h; AID 651635; Potency, µM (top dose mostly 56.7 µM), most hits filed as cytotoxic; also: potency is read from the fitted curve at half-maximal effect; nearly all actives have a fitted effect of over 40% in size
# IL-2 act = activators of IL-2; IL-2 activation reporter assay, cell-based qHTS; stimulated with anti-CD3/CD4/CD28 beads; in transgenic mouse T cells; activation, % (series mostly up to about 46 µM); 360,000 tested, 0.065% active; AID 652025; in the data active = activation above about 50%; inconclusive = mostly about 30% to 49%; also: 0% is about no effect
#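 Readout: EGFP and DsRed signals by fluorescent plate cytometry. Unstimulated transgenic mouse T cells received compound 60 min before antibody-bead stimulation, then incubated 18 h at 37 degrees C.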
# A549 viability = counter-screen for Nrf2 inhibitors: cytotoxicity in A549 cells | A549 ARE-Fluc cells, CellTiter-Fluor viability, 18-24 h | Potency, µM (top dose mostly 46 µM), inactives show at the highest dose activity change, negative = cytotoxicity, hits mostly inhibitors | 390,000 tested, 0.16% active; also: potency is read from the fitted curve at half-maximal effect; % is scaled to controls: 0 for no effect and ±100 for the full control effect
#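 A549 ARE-Fluc cells in 5% FBS OPTI-MEM, 5000 cells/well, rested 2 h then exposed to compounds in concentration-response for 18-24 h at 37 °C. Viability by CellTiter-Fluor fluorescence (Ex 405/Em 525) after 30 min; luciferase luminescence (BugLite, 15 min, RT) read afterwards.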
# HepG2 tox = HepG2 cytotoxicity, counter-screen for TGF-b inhibitors; HepG2 CAGA-GFP viability, ATP luminescence, 18 h; AID 588856; Potency, µM (highest dose often 46.1 µM), inactives show top-dose activity change, negative = cytotoxicity, hits mostly cytotoxic; 410,000 tested, 0.76% active; also: potency is read from the fitted curve at half-maximal effect; some results filed as inactive show a strong effect at the top dose
#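 HepG2 CAGA-GFP cells (1000/well, DMEM with 1% FBS) received compound, then TGF-beta at 500 pg/mL final, and were incubated 18 hours at 37 degrees C. Viability was read by CellTiter-Glo luminescence. Media-only wells were set as complete cell-killing and DMSO as no toxicity.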
# Nrf2 ARE act = Nrf2 pathway activation. Potency, µM (doses to about 46.1 µM), for inactives: at the top dose activation, usual class: activators. 410,000 tested, 0.31% active. AREc32 ARE-luciferase reporter (MCF7-derived line), luminescence, 24 h; also: potency is read from the fitted curve at half-maximal effect; % of control where 0% means no effect; nearly all actives have a fitted effect of over 65% in size
#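 AREc32_Fluc, 1000 cells/well, OPTI-MEM + 5% FBS, o/n 37 deg C 5% CO2; 23 nL cpd by pin tool, 24 hr; Steady-Glo 30 min RT, luminescence.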
# TGFb inhibitor = blocks TGF-b signaling; HepG2 CAGA-GFP TGF-b/SMAD3 reporter, GFP fluorescence, 18 h; TGF-beta stimulated, 500 pg/mL final; Potency, µM (top dose mostly 46.1 µM), for the others: at the top dose activity, negative = inhibition, most hits filed as inhibitors; 410,000 tested, 1.2% active; also: potency is read from the fitted curve at half-maximal effect; % is scaled to controls: 0 for no effect and ±100 for the full control effect; nearly all actives have a fitted effect of over 65% in size
#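 TGF-beta reporter screen: HEPG2 CAGA-GFP, 1% FBS, 500 pg/mL TGF-beta final, 18 h; per-cell GFP summed per well; curves fitted and categorized by class.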
# Nrf2 block = inhibitors of Nrf2 signaling; A549 ARE-Fluc reporter, luciferase luminescence, 18-24 h; Potency, µM (titrated, usually from 46 µM), inactives show at the top dose activity change, negative = inhibition, most hits filed as inhibitors; 360,000 tested, 2.1% active; AID 504444; also: potency is read from the fitted curve at half-maximal effect; % is scaled to controls: 0 for no effect and ±100 for the full control effect; nearly all actives have a fitted effect of over 60% in size
#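 Quantitative HTS in A549 cells stably bearing an antioxidant response element-firefly luciferase construct. Inhibition of Nrf2-driven transcription was scored by luminescence after 18-24 h of compound exposure at 37 °C.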
# * marks the source's active call; other numbers are inactive results; i = inactive; ? = inconclusive; . = no result given; [ ] = another dose, or the depositor's remark. Unless noted, calls follow the shape of the dose curve; as a rule, active = well fitted curve in the direction sought with a large enough effect; inconclusive = small, poorly fitted or top-dose-only effect, or another doubt; inactive = no such curve, though single readings can be large; an effect the other way counts as inactive or inconclusive.
# Letter code: A = ATXN2 expr inh; B = EPAC2 agonist; C = S2 tox; D = IL-2 act; E = A549 viability; F = HepG2 tox; G = Nrf2 ARE act; H = TGFb inhibitor; I = Nrf2 block
> Cc1ccc(NC(=O)COC(=O)c2ccc3c(c2)NC(=O)C2CCCN32)cc1 (configuration not stated)
  A: -6% | B: 7% | C: i | D: -3.8 | E: -10% | F: -22% | G: -0.8% | H: -3% | I: 0%

> O=C(Nc1cnccn1)Nc1ccc(Cl)cc1Cl
  A: . | B: 3% | C: i | D: 0.1 | E: 5% | F: -3% | G: 0.3% | H: -1% | I: -22%

> O=C(NCc1ccncc1)C12CC3CC(CC(Cl)(C3)C1)C2
  A: -3% | B: 5% | C: i | D: 1.7 | E: 0% | F: -4% | G: -0.8% | H: 0% | I: 20%

> COc1ccc(N2CCN(C(=O)CSc3ncnc4c3cnn4-c3ccc(OC)cc3)CC2)cc1
  A: -2% | B: 5% | C: i | D: -0.2 | E: -9% | F: -2% | G: 1.4% | H: -6% | I: 6%

> CC(C)c1ccc(NC(=O)CN2C(=O)NC3(CCCCCCC3)C2=O)cc1
  A: ? | B: -10% | C: ? | D: -0.4 | E: -8% | F: 7% | G: -0.1% | H: -4% | I: ?

> CCN1CCN(CC(=O)N2N=C(c3cccs3)CC2c2ccc(C)cc2)C(=O)C1=O (configuration not stated)
  A: -14% | B: -3% | C: ? | D: 0.3 | E: -5% | F: 11% | G: -0.6% | H: -2% | I: -6%

> CNC(=O)C1CCC(Cn2c(=O)c3sccc3n(CC(=O)N3CCC(C)CC3)c2=O)CC1 (configuration not stated)
  A: 11% | B: . | C: i | D: . | E: -1% | F: -25% | G: -0.6% | H: ? | I: ?

> CCN(c1ccc(OC)cc1)S(=O)(=O)N1CCCC(C(=O)NCc2cccc(C)c2)C1 (configuration not stated)
  A: -7% | B: 8% | C: i | D: 0.4 | E: 5% | F: -30% | G: 0.2% | H: -9% | I: -26%

> Cc1cnc(NC(=O)CSCc2c(C)noc2C)s1
  A: 9% | B: -3% | C: i | D: 0.0 | E: 3% | F: 1% | G: 0.5% | H: -9% | I: -1%

> C(=C(c1ccccc1)c1ccccc1)c1ccccn1
  A: -5% | B: 11% | C: i | D: 0.2 | E: -2% | F: 3% | G: 4.2% | H: 1% | I: 0%

> N#Cc1ccccc1Cn1c(=O)n(CCCC(=O)NCc2ccc3c(c2)OCO3)c(=O)c2sccc21
  A: . | B: . | C: . | D: . | E: 4% | F: -19% | G: 0.7% | H: -22% | I: -27%

> O=C(NCc1ccccc1Cl)NCc1noc2ccccc12
  A: 41%[activator] | B: . | C: i | D: . | E: 3% | F: -18% | G: -0.1% | H: -24% | I: ?

> Nc1nonc1-c1nc2ccccc2n1Cc1ccc(Cl)cc1
  A: -29% | B: 12% | C: i | D: -1.3 | E: 17% | F: -12% | G: 0.0% | H: -5% | I: 10%

> Cc1c(C)c2ccc(OCC(=O)c3ccccc3)cc2oc1=O
  A: 21% | B: 11% | C: i | D: -2.9 | E: 7% | F: -19% | G: 0.0% | H: 0% | I: 13%

> COc1ccc(N2C(=O)c3ccccc3NC2c2ccc(OC)c(COc3ccc(NC(C)=O)cc3)c2)cc1 (configuration not stated)
  A: . | B: . | C: . | D: . | E: 2% | F: -22% | G: . | H: -2% | I: ?

> COc1ccccc1NS(=O)(=O)c1cc(NC(=O)C2CCCC2)ccc1N1CCOCC1
  A: -24% | B: 11% | C: i | D: 0.5 | E: 0% | F: 7% | G: 1.7% | H: ? | I: -10%

> O=c1c2ccccc2nc(CSc2nnnn2-c2ccccc2)n1-c1cccc(C(F)(F)F)c1
  A: -11% | B: 2% | C: i | D: -2.4 | E: 0% | F: 10% | G: -0.7% | H: 2% | I: 2%

> CCc1ccccc1NC(=O)Cn1nc(N2CCN(c3ccccc3OC)CC2)ccc1=O
  A: -28% | B: . | C: i | D: . | E: 20% | F: -12% | G: -0.3% | H: 12% | I: ?

> Cc1ccc2c(c1)N(C(=O)CCC(=O)NCCCN1CCN(C)CC1)CC(C)O2 (configuration not stated)
  A: -11% | B: 6% | C: i | D: -0.4 | E: 17% | F: 0% | G: 0.3% | H: 0% | I: 20%

> Cc1nn(-c2nc3ccccc3[nH]2)c(N)c1-c1ccccc1
  A: 26% | B: 8% | C: ? | D: -2.6 | E: -16% | F: -15% | G: 6.0% | H: -19% | I: ?

> CCCc1c(C(=O)N/N=C/c2ccccc2C(F)(F)F)nnn1-c1nonc1N
  A: -11% | B: -14% | C: ? | D: -3.2 | E: -12% | F: 0% | G: -0.9% | H: 1% | I: ?

> CN(C)C(=O)CN1C(=O)C2CCCCN2C(=O)c2ccccc21 (configuration not stated)
  A: 5% | B: 5% | C: i | D: -2.5 | E: 4% | F: -11% | G: 0.1% | H: -10% | I: 3%

> CCOC(=O)c1cc2c(=O)n3ccccc3nc2n(Cc2ccco2)c1=NC(=O)c1ccc(F)cc1
  A: 4% | B: . | C: . | D: . | E: 1% | F: 2% | G: 5.5% | H: 0% | I: -4%[9.27 µM]

> CCCCCc1cc(OC)cc2c1C(=O)OC(C)(C)O2
  A: 0% | B: 2% | C: i | D: -0.9 | E: 22% | F: -4% | G: 0.4% | H: -2% | I: 5%

> CC(=O)Nc1ccc(NC(=O)C(C)OC(=O)C2CCN(S(=O)(=O)c3ccc4c(c3)OCCO4)CC2)cc1 (configuration not stated)
  A: 6% | B: 17% | C: i | D: -4.7 | E: -8% | F: -20% | G: -0.3% | H: -3% | I: -4%

> CCOC(=O)c1ccc(N2C(=O)c3n[nH]c(C)c3C2c2ccccc2)cc1 (configuration not stated)
  A: 8% | B: 21% | C: i | D: -1.9 | E: -16% | F: -15% | G: -0.1% | H: 5% | I: ?

> COc1ccc(N(CC(=O)NCCc2ccccc2)S(=O)(=O)c2c(C)nn(C)c2C)cc1
  A: 1% | B: . | C: i | D: . | E: 13% | F: -8% | G: -0.1% | H: -3% | I: 6%

> CC1C(C#N)=C(N)OC2=C1C(=O)CC(C)(C)C2 (configuration not stated)
  A: -2% | B: -3% | C: i | D: -0.9 | E: -3% | F: 0% | G: -0.5% | H: -20% | I: -5%

> COC(=O)c1ccccc1NC(=O)N1c2ccccc2CC1C (configuration not stated)
  A: -2% | B: 8% | C: i | D: -1.3 | E: -2% | F: -11% | G: 0.2% | H: -24% | I: ?

> Cc1cccc2sc(NC(=O)c3cc(S(=O)(=O)N(C)C)ccc3N3CCCC3)nc12
  A: -35% | B: 21% | C: i | D: -2.2 | E: -21% | F: -28% | G: 1.7% | H: ? | I: ?

> CCCCn1c(N)c(N(CCOC)C(=O)c2ccc(N3C(=O)CCC3=O)cc2)c(=O)[nH]c1=O
  A: -3% | B: -3% | C: i | D: -0.4 | E: 0% | F: 20% | G: -0.1% | H: 0% | I: 12%

> O=C(CN1CCCC1)Nc1ccc([N+](=O)[O-])cc1Cl
  A: 16% | B: -2% | C: i | D: 2.6 | E: 4% | F: -17% | G: 3.1% | H: -4% | I: 19%

> CCN(CC)C(=O)c1sc2c(c1C)c(=O)n(Cc1ccccc1)c(=O)n2Cc1cc(C)ccc1C
  A: 0% | B: . | C: i | D: . | E: -7% | F: -2% | G: 0.5% | H: 4% | I: .

> CCOC(=O)c1cc2c(=O)n3ccccc3nc2n(C(C)C)c1=NC(=O)C(C)(C)Oc1ccc(Cl)cc1
  A: -2% | B: . | C: . | D: . | E: -6% | F: -12% | G: 7.5% | H: -18% | I: 4%[9.27 µM]

> COc1ccccc1N1C(=NC(=O)CCC2CCCC2)SC2CS(=O)(=O)CC21 (configuration not stated)
  A: -3% | B: -2% | C: i | D: -1.7 | E: 1% | F: -9% | G: -0.4% | H: -7% | I: 2%

> CCOC(=O)N1CCN(C(=O)c2oc3ccc(S(=O)(=O)N4CCCCCC4)cc3c2C)CC1
  A: -15% | B: -14% | C: i | D: -1.2 | E: 1% | F: -23% | G: 0.2% | H: -6% | I: ?

> Cc1ccccc1-n1c(CSC(=N)N)nc2ccccc2c1=O
  A: -11% | B: 0% | C: ? | D: -2.4 | E: -13% | F: -9% | G: -0.7% | H: 5% | I: 3%

> COC(=O)c1c(NC(=O)c2nc(SCc3ccc(F)cc3)ncc2Cl)sc2c1CCCC2
  A: 7% | B: . | C: i | D: . | E: -1% | F: 5% | G: -0.2% | H: 44%[activator] | I: 12%

> CCN(CC)CCCNC(=O)c1cc2c(=O)n(C)c3ccccc3c2n1C
  A: -23% | B: 3% | C: ? | D: -3.3 | E: -4% | F: -36% | G: 27% | H: 5% | I: 3%

> Cc1c(NC(=S)NC(=O)CC(C)C)c(=O)n(-c2ccccc2)n1C
  A: . | B: 1% | C: ? | D: 0.1 | E: -5% | F: 0% | G: -0.2% | H: -3% | I: -10%

> COc1cccc(C(=O)N(C)c2nnc(-c3ccncc3)s2)c1
  A: 2% | B: 8% | C: i | D: -3.2 | E: -4% | F: 16% | G: 0.9% | H: -10% | I: -27%

> COc1ccc2c(c1)CCC/C2=N\NC(=O)c1ccoc1C
  A: 54%[activator] | B: 5% | C: i | D: -1.6 | E: -2% | F: 0% | G: 2.3% | H: 0% | I: 24%

# Full records, quoted from the list. Order of screens: ATXN2 expr inh | EPAC2 agonist | S2 tox | IL-2 act | A549 viability | HepG2 tox | Nrf2 ARE act | TGFb inhibitor | Nrf2 block
# Listed for `COc1ccc2c(c1)CCC/C2=N\NC(=O)c1ccoc1C` = 54%[activator] | 5% | i | -1.6 | -2% | 0% | 2.3% | 0% | 24%
# Listed for `CCN(CC)C(=O)c1sc2c(c1C)c(=O)n(Cc1ccccc1)c(=O)n2Cc1cc(C)ccc1C` = 0% | . | i | . | -7% | -2% | 0.5% | 4% | .
# Listed for `CCOC(=O)c1cc2c(=O)n3ccccc3nc2n(C(C)C)c1=NC(=O)C(C)(C)Oc1ccc(Cl)cc1` = -2% | . | . | . | -6% | -12% | 7.5% | -18% | 4%[9.27 µM]
